High-throughput results: PubChem BioAssay, several laboratories
DNMT1 inh: DNMT1 (human) enzyme inhibition; DNMT1 molecular beacon, Hinp1I cleavage, fluorescence; actives 0.83% (n = 360,000); P26358; inhibition (reported as % activation of signal), % at 10 µM; in the data active = inhibition above about 50%
Target sequence (P26358 504-1616 limits assumed): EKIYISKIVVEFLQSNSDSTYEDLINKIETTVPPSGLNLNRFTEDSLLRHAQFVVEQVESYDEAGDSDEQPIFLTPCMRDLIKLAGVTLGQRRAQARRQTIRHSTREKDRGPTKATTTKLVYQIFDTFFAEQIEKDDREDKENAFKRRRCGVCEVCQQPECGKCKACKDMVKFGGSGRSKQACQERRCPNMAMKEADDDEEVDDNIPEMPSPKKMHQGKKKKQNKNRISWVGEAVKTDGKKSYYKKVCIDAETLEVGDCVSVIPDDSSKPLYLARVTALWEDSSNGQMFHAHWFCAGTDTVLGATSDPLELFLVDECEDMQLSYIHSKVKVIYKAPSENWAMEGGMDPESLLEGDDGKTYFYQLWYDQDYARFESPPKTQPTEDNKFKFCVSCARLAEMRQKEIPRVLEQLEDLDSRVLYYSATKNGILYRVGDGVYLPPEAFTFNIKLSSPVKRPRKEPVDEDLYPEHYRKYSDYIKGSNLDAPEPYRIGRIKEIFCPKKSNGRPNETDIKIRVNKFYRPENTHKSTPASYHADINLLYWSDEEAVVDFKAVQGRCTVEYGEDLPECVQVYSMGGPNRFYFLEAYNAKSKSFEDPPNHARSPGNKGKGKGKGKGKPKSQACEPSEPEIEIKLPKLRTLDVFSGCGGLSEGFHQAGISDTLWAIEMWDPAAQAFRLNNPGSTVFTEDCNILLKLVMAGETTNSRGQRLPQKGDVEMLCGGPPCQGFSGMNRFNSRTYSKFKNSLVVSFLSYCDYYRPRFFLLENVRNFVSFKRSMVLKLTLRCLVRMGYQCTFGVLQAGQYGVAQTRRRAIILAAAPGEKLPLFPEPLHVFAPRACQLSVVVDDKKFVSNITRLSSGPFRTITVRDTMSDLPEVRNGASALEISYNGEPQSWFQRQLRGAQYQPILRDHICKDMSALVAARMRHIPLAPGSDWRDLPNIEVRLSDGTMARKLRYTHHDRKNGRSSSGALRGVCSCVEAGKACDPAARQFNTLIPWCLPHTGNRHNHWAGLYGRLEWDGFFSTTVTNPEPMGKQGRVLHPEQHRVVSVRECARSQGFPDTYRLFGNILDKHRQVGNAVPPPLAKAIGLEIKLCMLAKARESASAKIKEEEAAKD
TbMetRS inhib: blocks T. brucei methionyl-tRNA synthetase activity; purified T. brucei MetRS, ATP depletion, Kinase-Glo luminescence; inhibition, % at 11.9 µM; AID 624268; actives 0.4% (n = 360,000);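 active = inhibition above a per-plate cutoff of the control wells' mean inhibition plus 3 SD, cut at about 5.5% in these data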;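 also: 0% = DMSO wells median and 100% = median of wells with control inhibitor compound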
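System: purified T. brucei MetRS enzyme / Detection: Kinase-Glo luciferase luminescence reporting remaining unconsumed ATP / Medium: HEPES buffer with MgCl2, KCl, DTT, spermine, BSA, pyrophosphatase / Replication: singlicate, one well per compound / Evaluation: percent inhibition relative to median high and low control wells / Schedule: 2 h aminoacylation at 25 °C after 15 min preincubation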
Scp1 inh: Scp-1 (human) phosphatase inhibition; Q9GZU7; Recombinant Scp1, phosphopeptide, malachite green phosphate absorbance; inhibition, % at 20 µM; actives 0.88% (n = 340,000); AID 493091;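 active = inhibition above about 50% at 20 µM, limit read from the data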;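 also: plate controls were DMSO wells with enzyme for no effect and wells lacking enzyme for full effect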
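Times: enzyme reaction 45 min at room temperature, colour 5 min, stabilisation 30 min. Material: SCP-1 catalytic fragment, aa 76-261. Medium: Acidic Tris acetate buffer with magnesium and detergent. Signal: colorimetric free-phosphate detection, absorbance 630 nm. Read-out basis: % inhibition of SCP-1 phosphate liberation. Reagent: Phosphorylated 17-residue peptide substrate.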
NadD block: blocks S. aureus nicotinate mononucleotide adenylyltransferase | purified NadD enzyme, colorimetric absorbance read-out | inhibition, % at 20 µM | actives 0.78% (n = 360,000); in the data active = inhibition above about 26%; also: some compounds past the cut are filed as inactive
CSN inh: blocks human CSN-mediated cullin deneddylation; Q92905; Purified CSN, SCF-Nedd8-OG deneddylation, fluorescence polarization; inhibition, % at 12.5 µM; actives 0.38% (n = 360,000); AID 651999;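 active = pattern-corrected inhibition above about 35%, with an unprinted fluorescence ratio check between 0.5 and 1.5, limit read from the data, passing the limit was not always enough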;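 also: 0% = enzyme with substrate and 100% = substrate without enzyme; some results filed as inactive read as strong as hits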
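Detection – fluorescence polarization · System – HEK293T-derived human Csn5 enzyme · Controls – substrate-only high control, full reaction low control · Timing – 90 min, room temperature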
STEP block: inhibitors of human striatal-enriched phosphatase STEP | AID 588621 | inhibition, % at 20 µM | P54829 | recombinant STEP, OMFP fluorogenic substrate, fluorescence | actives 0.25% (n = 360,000);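 active = inhibition at 20 µM, scaled per plate between control wells, above about 37%, limit read from the data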;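 also: 0% = DMSO with enzyme and substrate and 100% = substrate only without enzyme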
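System: STEP phosphatase, cell-free reaction; Buffer or medium: Bis-Tris pH 6.0 buffer with DTT, detergent; Incubation: 20 min at room temperature, dark; Measured by: fluorescence, 480/540 nm.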
Rpn11 block: inhibitors of human proteasome Rpn11. human 26S proteasome, Ub4-pepOG fluorescence polarization; 20S core pre-blocked with epoxomicin. calls only at 20 µM. actives 0.59% (n = 360,000);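 active = inhibition at 20 µM, scaled to each plate's controls, above about 33%, limit read from the data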
MLLE-PAM2 inh: blocks PAM2 peptide binding to the PABP1 MLLE domain; GST-MLLE / FITC-PAM2 fluorescence polarization; inhibition, % at 20 µM; actives 0.36% (n = 360,000); in the data active = inhibition above about 35%, passing the limit was not always enough;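 also: plate controls were DMSO wells with GST-MLLE for no effect and wells lacking GST-MLLE protein for full effect; some results filed as inactive read as strong as hits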
LMPTP block: LMPTP (human) inhibition; P24666; recombinant LMPTP-A, OMFP fluorogenic substrate, fluorescence intensity; AID 651560; inhibition, % at 20 µM; actives 0.22% (n = 360,000);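 active = compounds that cut the enzyme signal by at least half of the control window in the single-dose screen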;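 also: plate controls were DMSO wells with enzyme plus substrate for no effect and substrate without enzyme for full effect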
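Assay system: LMPTP-A enzyme. Input: 0.625 nM LMPTP-A final. Probe or stimulus: 400 µM OMFP. Compound dosing: single 20 µM dose. Schedule: 50 min dark incubation at room temperature. Detection: fluorescence intensity of OMFP turnover product. Read-out: percent inhibition versus substrate-only and uninhibited controls. Benchmarks: no-enzyme low control, uninhibited high control.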
SUMO1 PPI mod: alters human SUMO1 binding to SIM partners; P63165; SUMO1 binding to a labelled peptide, TR-FRET, 1 h; inhibition, % at 20 µM; actives 0.33% (n = 360,000); AID 602429; in the data active = inhibition above about 37%
* marks the source's active call; other numbers are inactive results; i = inactive; . = no result given. An unsorted share of the library; overall some 3.6% were active at least once.

SMILES	DNMT1 inh	TbMetRS inhib	Scp1 inh	NadD block	CSN inh	STEP block	Rpn11 block	MLLE-PAM2 inh	LMPTP block	SUMO1 PPI mod
CCn1ccnc1CN1CCN(CC(C)C)C(CCO)C1 (centres undefined)	2	-0.4	-6	1	1	0	i	1	-1.6	-1
O=C(CS(=O)(=O)c1ccccc1)Nc1nnc(C(F)(F)F)s1	-1	0.1	-7	-2	2	3	i	-10	-2.2	2
CC1(C)CC(=O)/C(=C(\O)c2ccccc2)C(=NCCc2ccccc2)C1	1	0.4	11	0	0	0	i	7	-0.6	19
CCOC(=O)CC1C(=O)NCCN1C(=O)c1cc2c(=O)n3cccc(C)c3nc2s1 (centres undefined)	-3	-0.1	-4	7	-1	0	i	9	-0.3	-14
COc1ccc(NC(=O)CSc2c(C)nn(-c3nnc(C)c(=O)[nH]3)c2C)cc1	1	-0.2	-1	-3	0	-5	i	3	-0.5	3
CC(=O)NCCC(=O)Nc1ncc(S(=O)(=O)c2ccc([N+](=O)[O-])cc2)s1	0	-0.2	2	0	-2	-1	i	-39	-0.2	-49
C=CCNC(=O)/C=C/c1ccc(C(C)C)cc1	2	-1.4	-4	-2	-3	3	i	-8	-0.8	0
CN(CC(=O)NCCCn1ccnc1)S(=O)(=O)c1ccc(Cl)cc1	15	-0.5	2	-2	0	-1	i	-7	-0.8	-2
NS(=O)(=O)c1ccc(CNC(=O)c2ccc3c(c2)OCO3)cc1	6	-0.1	-4	-4	1	2	i	-12	-0.5	5
COc1cc(C)nc(N2CCCC(C(=O)Nc3cc(Cl)ccc3OC)C2)n1 (centres undefined)	3	-1.5	0	-3	4	1	i	1	1.4	1
CCc1nc2ccc(C(=O)NCCc3ccccn3)cn2c1N(C)Cc1ccc(N(C)C)cc1	-2	-0.3	.	-5	0	-1	i	10	5.0	1
Cc1ccc(S(=O)(=O)Nc2ccccc2O)cc1	.	-0.8	.	.	-1	.	.	.	-2.6	3

An excerpt from above in order of their number in CSN inh, smallest number first:
SMILES	DNMT1 inh	TbMetRS inhib	Scp1 inh	NadD block	CSN inh	STEP block	Rpn11 block	MLLE-PAM2 inh	LMPTP block	SUMO1 PPI mod
CC(=O)NCCC(=O)Nc1ncc(S(=O)(=O)c2ccc([N+](=O)[O-])cc2)s1	0	-0.2	2	0	-2	-1	i	-39	-0.2	-49
CN(CC(=O)NCCCn1ccnc1)S(=O)(=O)c1ccc(Cl)cc1	15	-0.5	2	-2	0	-1	i	-7	-0.8	-2
CCn1ccnc1CN1CCN(CC(C)C)C(CCO)C1 (centres undefined)	2	-0.4	-6	1	1	0	i	1	-1.6	-1
O=C(CS(=O)(=O)c1ccccc1)Nc1nnc(C(F)(F)F)s1	-1	0.1	-7	-2	2	3	i	-10	-2.2	2

(further entries)
SMILES	DNMT1 inh	TbMetRS inhib	Scp1 inh	NadD block	CSN inh	STEP block	Rpn11 block	MLLE-PAM2 inh	LMPTP block	SUMO1 PPI mod
COc1ccc(NC(=O)/C=C/c2ccccc2[N+](=O)[O-])c(OC)c1	-13	0.6	-10	1	-5	2	i	12	-0.6	-24
COc1ccc(OC)c(NC(=O)C2CCCN2S(=O)(=O)c2ccc3c(c2)CC(C)N3C(C)=O)c1 (centres undefined)	-12	0.1	.	-2	7	-2	i	5	-0.8	1
NC(=O)c1c(NC(=O)C(=O)N2CCOCC2)sc2c1CCCC2	0	0.6	-9	0	2	-1	i	-4	-1.2	-8
Nc1nnc(CCOc2ccccc2Cl)s1	2	0.0	0	-2	1	-3	i	-38	-1.4	0
Cc1cc(C(C)(C)C)ccc1OCCOCCN1CCCC1	8	0.0	-5	-2	-3	-1	i	9	-8.5	-13
CCOc1cc(C(C(=O)NCC2CCCO2)N(C(=O)Cn2nnc3ccccc32)c2ccc(OC)c(OC)c2)ccc1O (centres undefined)	0	0.7	2	-4	-2	-1	i	-13	-0.4	6
COc1cnn(-c2ccccc2)c(=O)c1SCc1ccc(Cl)cc1Cl	7	-0.7	-8	-10	0	-5	i	19	-1.6	-9
Cc1nn(C(C)(C)C)c(C)c1/C=N/OC(=O)Nc1ccc(Cl)cc1	48	-1.1	-3	-6	-2	1	i	-18	1.2	1
CCc1nc(SCc2ccccn2)[nH]c(=O)c1C	5	-0.4	-8	-3	-1	-3	i	0	-1.0	-2
COc1cccc(N2CCN(C(c3ccccn3)c3nnnn3C(C)(C)C)CC2)c1 (centres undefined)	-3	-0.6	-4	-1	-5	-7	i	-2	-1.7	-3
O=C(c1cc(-c2cccs2)nc2ccccc12)N1CCN(c2ccccc2O)CC1	-14	0.5	-7	9	-2	-4	i	8	4.5	3
COc1ccc(Cl)cc1NC(=O)CN1CCC(n2nnc3ccccc32)CC1	0	0.2	-12	-3	0	-2	i	-10	-0.4	4
CC(C)NC(=O)c1onc(CSc2ccncc2)c1C(=O)NC(C)C	4	0.4	-3	-5	-2	-3	i	6	-2.5	-3
COc1cccc(-c2cn3nc(C)c(C)nc3n2)c1	-8	-1.4	-5	18	3	2	i	-47	1.4	-11
CCN(c1ccccc1)S(=O)(=O)c1ccc(F)cc1C	-2	-1.0	-9	9	3	-2	i	0	-0.6	0
O=C(N/C(=C/c1ccco1)C(=O)N1CCCCCC1)c1cccs1	7	-1.3	9	9	7	0	i	-7	0.0	-1
CCN(CC)C(=O)c1cccc(-c2ccc(OC)cc2)c1	-1	0.3	-6	5	1	-2	i	-7	-0.9	0
CCOc1ccc(C(=O)C(c2ccccc2)N2CCOCC2)cc1 (centres undefined)	3	-0.5	7	-4	-6	-1	i	-4	0.4	-4
Nc1ccc(Br)cc1C(NCC(=O)O)c1ccccc1 (centres undefined)	-1	-1.1	-7	1	-11	-1	i	1	-0.1	-1
O=C(NC1CCS(=O)(=O)C1)c1cccc(S(=O)(=O)N2CCOCC2)c1 (centres undefined)	4	-0.3	-3	-4	-3	-1	i	-1	-1.7	-1
CC(O)(c1ccccc1)c1nc(-c2ccc(S(C)(=O)=O)cc2)cs1 (centres undefined)	-4	-0.1	.	-7	5	2	i	-1	-2.0	9
CC(C)(C)C(=O)O/N=C(\N)c1ccc(-c2csnn2)cc1	-1	-1.1	-10	-6	0	-1	i	11	1.1	-1
CC(=O)Nc1ccc(C)cc1	-3	-0.8	-3	-1	-1	2	i	20	0.1	5
CC(C)c1ccccc1NC(=O)COC(=O)c1ccc(Cl)c(S(=O)(=O)N2CCCCCC2)c1	-3	-1.1	-5	-1	0	5	i	-24	2.6	-4
CC(SCC(=O)Nc1ccccc1)c1nc2ccccc2c(=O)[nH]1 (centres undefined)	1	-0.5	-2	-3	6	2	i	0	-0.1	2
O=C1ON=C(c2ccccc2)/C1=C/c1cccnc1	-2	0.2	10	-6	5	0	i	-2	-0.6	0
CN(C)CCCNC(=O)C[C@H]1C[C@H](C(=O)N2CCCCC2)[C@@]2(CCc3ccccc3)c3[nH]c4ccc(Cl)cc4c3CCN2C1=O	-3	-0.9	7	0	0	-2	i	1	-7.6	-61
COc1ccc2c(c1)c(C(=O)N/N=C/c1cccc(O)c1)c(C)n2C	-8	-0.1	-7	4	-2	1	i	19	0.0	0
CCN1C(=O)[C@H]2[C@@H](c3ccc(-c4ccc(Cl)c(Cl)c4)c(OC)c3)N[C@@](Cc3ccccc3)(C(=O)OC)[C@H]2C1=O	-8	0.7	-14	17	1	-2	i	-7	5.4	-9
NC(=O)c1ccc(NC(=O)COC(=O)C23CC4CC(CC(C4)C2)C3)cc1	-1	-0.3	.	0	0	-2	i	0	-1.8	2
O=C(NCC1CCN(Cc2ccccc2Cl)CC1)Nc1ccccc1F	-10	1.2	-15	-6	-2	4	i	10	0.2	8
COC(=O)C(CC(C)C)NC(=O)CNC(=O)c1ccccc1C (centres undefined)	-2	-0.3	-5	-4	3	-4	i	-2	-0.4	0
CCc1ccccc1NC(=O)CN(C)C(=O)CSc1nc2cc(Cl)ccc2s1	-5	-0.5	-6	-10	-1	-1	i	-1	0.2	0
Cc1ccc(S(=O)(=O)N2[C@@H](Cc3ccccc3)CO[C@H]2CC(=O)c2cccc3ccccc23)cc1	.	-0.8	.	.	0	.	.	.	1.2	1
COc1ccc2nc(SC)c(C#N)cc2c1	7	0.3	-11	1	-8	-1	i	10	-0.7	-26
CC1Nc2ncnc(N3CCN(c4ccccc4)CC3)c2N(Cc2ccc(Br)cc2)C1=O (centres undefined)	-5	-0.2	-3	8	-2	-1	i	8	0.8	0
Nc1ccc(Oc2ccc3nc(-c4ccccc4)c(-c4ccc([N+](=O)[O-])cc4)nc3c2)cc1	-7	-0.8	15	32*	-1	1	i	-8	2.5	-10
CN(C)S(=O)(=O)c1ccc(S(=O)(=O)NC2CCOC(C)(C)C2)cc1 (centres undefined)	5	-1.1	-5	-5	-7	-1	i	5	-1.2	0
O=C(Cc1nnc(NC(=O)Nc2ccccc2)s1)Nc1ccccc1	7	2.0	-14	6	2	-4	i	13	-2.2	3
Cc1cnc(C(=O)NCC(=O)Nc2ccccc2Br)cn1	9	-0.3	46	3	7	1	i	-5	2.1	31
Cc1ccccc1CN1C2=NCCCN2c2ccccc21	3	-0.2	-8	-4	5	-5	i	-4	-1.0	4
O=C(COC(=O)C1CCC(=O)N1)Nc1ccc(Oc2ccccc2)cc1 (centres undefined)	1	-0.1	-9	4	-1	1	i	-6	-0.1	1
CC(C)=C(C#N)c1nc2ccccc2s1	1	0.2	-7	-5	-4	2	i	6	-0.3	-8
Cc1nc2nc(-c3ccco3)nn2c(C)c1Cl	8	-1.4	-5	3	9	3	i	15	0.7	26
C=CCNc1nc(NCc2ccccc2)c(C#N)c2c1CN(C)CC2	3	-0.5	-3	1	1	-1	i	22	3.0	8
Cc1nc2nc(C)c(NS(=O)(=O)c3ccc(Cl)s3)c(=O)n2[nH]1	-1	-0.1	-3	-8	2	0	i	-1	-1.2	3
CC(=O)c1cccc(S(=O)(=O)NC(C)C2CC3CCC2C3)c1 (centres undefined)	-2	-0.7	-1	6	5	0	i	30	-0.5	1
COc1ccc(S(=O)(=O)NCCCN2CCOCC2)cc1F	-1	-0.3	1	-4	-3	1	i	-1	-4.0	1
CCOc1ccccc1-c1nc(-c2cc3ccccc3nc2OC)no1	-7	-0.1	-12	-12	-3	0	i	-20	3.2	6
